mcGAS MS inh: inhibitors of mouse cGAS; Q8C6L5; recombinant mouse cGAS, cGAMP by RapidFire MS; inhibition, % at 12.5 µM; actives 0.18% (n = 130,000);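 active = inhibition of cGAS enzyme activity at or above 60%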;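 also: enzyme stimulated by 45 bp dsDNA with ATP and GTP substrates; cGAMP share of summed cGAMP plus half ATP and half GTP signals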
Target sequence (Q8C6L5 whole entry, looked up): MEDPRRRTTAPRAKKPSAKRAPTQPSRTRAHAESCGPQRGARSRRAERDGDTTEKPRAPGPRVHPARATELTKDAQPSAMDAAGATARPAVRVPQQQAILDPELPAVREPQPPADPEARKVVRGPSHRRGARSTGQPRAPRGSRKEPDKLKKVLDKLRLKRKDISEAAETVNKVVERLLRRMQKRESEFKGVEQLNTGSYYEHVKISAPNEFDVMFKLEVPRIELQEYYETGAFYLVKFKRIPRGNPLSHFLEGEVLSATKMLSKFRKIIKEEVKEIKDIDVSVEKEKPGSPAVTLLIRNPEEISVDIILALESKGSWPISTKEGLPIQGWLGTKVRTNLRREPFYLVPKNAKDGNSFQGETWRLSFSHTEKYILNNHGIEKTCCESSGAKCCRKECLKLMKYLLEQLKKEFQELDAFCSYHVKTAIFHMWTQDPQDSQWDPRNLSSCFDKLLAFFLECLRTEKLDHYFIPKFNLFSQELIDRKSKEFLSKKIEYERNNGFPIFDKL
* hit, by the source's call; & = joins results of further samples. Some of the compounds tested. The share of hits here may be higher or lower than overall.

SMILES	mcGAS MS inh
CCN(CC)c1ccc2cc(-c3nnc(Nc4ccc(Oc5ccc(Cl)c6ccccc56)c(Cl)c4)s3)c(=O)oc2c1	-9.8
CC1(C)CC1(C(=O)N1CC(c2cccnc2)C1)c1ccccc1F (stereo unspecified)	-10.6
Nc1cccc(-c2n[nH]c3c2CCCC3)c1	1.6
O=C(CCCn1cnc2ccccc2c1=O)N1CC2C[C@@H]3CC1C[C@H](C2)C3	-0.3
O=C(Nc1cnc(-c2ccccc2)nc1)C1CCCC1	-0.4
O=C(NCC1CCCN(C(=O)CCn2cnnn2)C1)c1ccc(-c2ccccc2)cc1 (stereo unspecified)	-3.6&-3.5
O=C(NCC(=O)N(Cc1ccccn1)CC1CCCO1)c1ccccc1 (stereo unspecified)	-13.1
COc1ccc(CN2CCN(CC3CC4C=CC3C4)CC2)c(OC)c1OC (stereo unspecified)	-10.7
O=C(NNS(=O)(=O)c1cccc(Cl)c1)c1cc2c(s1)CCCCC2	-5.6
Cc1cc(-c2nnc(NC(=O)C3CCN(S(C)(=O)=O)CC3)o2)n(C)n1	13.3
CC(CN1CCCC1=O)NC(=O)Nc1cccc(S(=O)(=O)C2CCCC2)c1 (stereo unspecified)	1.7
NS(=O)(=O)c1ccc(CNC(=O)c2ccc(OCc3nc(C4CC4)cs3)cc2)cc1	-8.2
COc1ccc2c([N+](=O)[O-])c(-n3nnc4ccccc43)[nH]c2c1	6.7
COCCn1c(CN2CCN(c3ccc(F)cc3)CC2)nc2c1c(=O)n(C)c(=O)n2C	-1.6
Cc1ccc(CNC(=O)C2(C)CCN2S(=O)(=O)c2ccccc2)cc1 (stereo unspecified)	-5.7
CCOC(=O)c1nnc2n(c1=O)CCN2c1ccccc1	-7.0
COC(=O)C(C)Sc1nc(=O)ccn1C(C)C (stereo unspecified)	2.5
Cc1cc(CNCc2cnn(-c3ccc(Cl)cc3)c2)no1	3.4
O=C(NC(c1cccs1)C1CCCC1)C1Cc2ccccc2O1 (stereo unspecified)	5.4
CC1(C(=O)OCCn2cccn2)CCN(C(=O)c2ccccc2)CC1	-3.4
O[C@@H]1CN(Cc2ccsc2)CC[C@H]1N1CCN(CCc2ccccc2)CC1	-1.5
Cc1nc(SCC(=O)N2CCNC2=O)c(C(N)=O)c(C)c1C	13.8
Cn1c(O)c(N=NC(=O)COc2cccc(Cl)c2)c2ccccc21	7.9
CCCS(=O)(=O)N1CCN(Cc2c(-c3ccc(F)cc3)nc3sccn23)CC1	-6.0
Cc1cccc(C)c1NC(=O)CNC(=O)c1cc(F)c(F)cc1Cl	-9.0
CNC(=O)CN(C)C(=O)c1ccccc1C(=O)c1ccccc1	-11.7
CCc1ccc(S(=O)(=O)N2CCCC(c3nnc(-c4ccccc4F)s3)C2)s1 (stereo unspecified)	-9.0
COc1ccc(CCNC(=O)Cn2nc(-c3ccco3)oc2=O)cc1OC	-8.0
C=Cc1ccc(Cn2c(C)c(C(=O)NCc3cccc(C(F)(F)F)c3)sc2=O)cc1	3.2
CC(=O)N1CCC(C(=O)Nc2nccn2Cc2ccccc2)CC1	-6.2
O=C(c1ccc(C(F)(F)F)c(F)c1)N1CCC(n2c(=O)[nH]c3ccccc32)CC1	2.8
C1=C(c2ccccc2)C(c2ccccc2)C(c2ccccc2)O1 (stereo unspecified)	-16.2
C=CCSc1nc(C)c(C(=O)Nc2ccccc2)c(-c2ccc(OC)cc2)c1C#N	-5.0
O=C(CSc1nccs1)Nc1ccc(-c2ccccc2)cc1	-15.5
CCC(C)N(CC(=O)Nc1cccc(C)c1C)C(=O)CN1CCCCC1C (stereo unspecified)	-6.0
COc1cccc(C(=O)NCC2CCCN(Cc3ccc(C)s3)C2)c1OC (stereo unspecified)	-4.3
COc1ccc(-c2[nH]ncc2CN(C)Cc2nc3ccccc3o2)c(OC)c1	-4.7
Cn1c(=O)oc2ccc(NC(=O)NCC3(c4ccccc4)CC3)cc21	-8.3
OCCN(CCO)c1ncnc2c1sc1nc(N3CCOCC3)c3c(c12)CCCC3	9.6
CS(=O)(=O)/C(C#N)=C/c1ccc(-c2ccc(Cl)c(Cl)c2)o1	-2.2
COc1ccc(C(C2Sc3nc(C)nn3C2=O)N2CC(C)CC(C)C2)cc1 (stereo unspecified)	-7.2
COc1ccc(OC)c(CCNC(=O)c2cccc(N3C(=O)C(C)CS3(=O)=O)c2)c1 (stereo unspecified)	-5.9
COc1cccc(CNC(=O)CCC2CCCN(C(=O)Cn3nc4ccccc4n3)C2)c1 (stereo unspecified)	-9.7&-4.6
CC(NCCN(C)C)C(=O)C12CC3CC(CC(C3)C1)C2 (stereo unspecified)	44.3
Cc1ccc(CSc2nc(=O)n3cccc(C)c3n2)cc1	-5.6
CC(=O)c1cc(CN2CCCC(C(=O)Nc3ccc(-c4cscn4)cc3)C2)cs1 (stereo unspecified)	0.0&1.1
CCc1nnc(COC(=O)c2cc(C(C)(C)C)c(O)c(C(C)(C)C)c2)o1	2.1
O=C1CN(c2nc3nonc3nc2N2CCOCC2)CCN1C1CCCCC1	-3.2
CC(=O)N1CCc2c(sc(NC(=O)CCSc3ccccc3)c2-c2nc3ccccc3s2)C1	-3.8
CCOc1ccc(N2C(=O)c3ccccc3NC2c2ccco2)cc1 (stereo unspecified)	0.8
O=C(CSc1nc(=O)n2cc(Cl)ccc2n1)Nc1ccc(F)cc1	-3.7
C1CCC(OCC2CCNCC2)C1	-10.3
CCN(CC)Cc1cnc2c(C(=O)N3CCCC(Cn4ccnc4)C3)cnn2c1 (stereo unspecified)	-18.7
CCCc1[nH]ncc1C(=O)N1CCOC(Cc2ccccc2Cl)C1 (stereo unspecified)	-14.3
CC(C)N1CCCC(N2CCN(C(=O)OC(C)(C)C)CC2)C1 (stereo unspecified)	-6.2
CCOCCn1c(SCc2ccc(Cl)cc2)nc2c1c(=O)[nH]c(=O)n2C	-0.4
NC1=NC(c2ccco2)n2c(nc3ccccc32)N1 (stereo unspecified)	1.1
O=C1O[C@@H]2C[C@H]3C[C@@H]2[C@@H]1[C@H]3C(=O)N1CCCCC1	-6.8
CCCCOC(=O)C1CSC(CC(C)C)N1C(=O)c1cccs1 (stereo unspecified)	0.5
COc1ccc(-c2noc(CN(C)C3CCCCC3)n2)cc1	-2.0

Overlap with the part before: 2 entries; new compounds follow.
SMILES	mcGAS MS inh
CCCCOC(=O)C1CSC(CC(C)C)N1C(=O)c1cccs1 (stereo unspecified)	0.5
COc1ccc(-c2noc(CN(C)C3CCCCC3)n2)cc1	-2.0
Cc1cc2c(SCC(=O)Nc3ccc4c(c3)OCCO4)ncnc2s1	2.0
Cc1oc(-c2ccc(NC(=O)Cc3ccccc3)cc2)nc1CNC(=O)C1CCCO1 (stereo unspecified)	-6.2
Cc1c(C(=O)NC2CC2)sc(=O)n1Cc1ccc(S(=O)(=O)N(C)C)cc1	0.2
C=CCn1c(SCCOc2ccccc2)nc2ccccc21	0.9
CCOc1ccc(Cl)cc1S(=O)(=O)N1CCN(c2cccc(C)c2C)CC1	-7.3
c1ccc(C(CCNC2CCSCC2)c2ccco2)cc1 (stereo unspecified)	-5.6
Cc1ccc(C2CC(c3ccc(Cl)cc3Cl)n3ncnc3N2)cc1 (stereo unspecified)	0.2
CNS(=O)(=O)c1ccc(N)cc1	1.1
Cc1ccc(NC(=O)C2(C)CCN2C(=O)CC2CC2)cc1C (stereo unspecified)	-11.8
CN(Cc1ncc[nH]1)C(=O)c1ccccc1Oc1ccccc1	-7.3
Cc1ccc(Cn2c(=O)c3c(nc4n3CCCN4Cc3ccco3)n(C)c2=O)cc1	-10.9
O=C(Nc1cccc(-c2cc3ccccc3[nH]2)c1)C1CCN(C(=O)C2CC23CCC3)CC1 (stereo unspecified)	-2.0&5.4
CN(C)CCN(Cc1ccccc1)c1ccccn1	-4.5&-0.2&1.3
CC(Sc1ccc(F)c(Cl)c1)C(=O)NC(C)(C)C (stereo unspecified)	-2.1
COc1ccc(C)cc1NC(=O)CNC(=O)CN(C)Cc1sccc1C	-39.7
CCCCCNC(=O)Cn1c(-c2ccc(-c3ccccc3)o2)nc(C)c1C	1.5
N[C@@H]1CC[C@@H](NC(=O)CCCc2cn[nH]c2)C1	-20.2
c1csc(C2Nc3ccccc3-c3nc4ccccc4n32)c1 (stereo unspecified)	-20.7
COc1cccc(NC(=O)C2(C)CCN2Cc2ccc(-c3ccccc3)o2)c1 (stereo unspecified)	-8.6
COC(=O)C1CCN(C(C)C(=O)N(C)CC(=O)Nc2ccc(C)cc2)CC1 (stereo unspecified)	20.5
O=C(Cn1cnc2sccc2c1=O)N(C1CCCC1)C1CCS(=O)(=O)C1 (stereo unspecified)	-11.1
CCc1nnsc1C(=O)N1CCCC1c1c(C)noc1C (stereo unspecified)	3.5
O=C(NCCC12CC3CC(CC(C3)C1)C2)c1ccc2c(=O)n3c(nc2c1)CCCCC3	1.4
Cc1ccc(NC(=O)CNc2nccc(CCC(F)(F)F)n2)c(F)c1	-5.2
CNC(=O)c1cccc(NC(=O)Cc2ccccc2C)c1	-1.8
O=C(O)COc1ccccc1/C=N\NC(=O)CSc1nnc(-c2ccccc2)n1-c1ccccc1	7.5
COc1ncccc1CNC(=O)C1CC1c1cccc(F)c1F (stereo unspecified)	-11.6
COC(=O)c1ccc(C)c(NC(=O)c2ccc(N(Cc3ccccc3C)S(C)(=O)=O)cc2)c1	-5.2
CC(C)N(CC(N)=O)S(=O)(=O)c1ccc(C(F)(F)F)cc1	-6.9
COCc1ccc(C(=O)N2CCN3CCNC(=O)C3C2)s1 (stereo unspecified)	-3.8
CN(CC1(CO)CCC1)C(=O)C1CCCN1C(=O)C1CCCCC1 (stereo unspecified)	-10.2
CC(=O)Nc1ccc2nc(CN3CCCC(C(=O)c4cccc(OC(C)C)c4)C3)ccc2c1 (stereo unspecified)	-9.3
CC1(C)Cc2c(sc(NC(=O)NCc3cccnc3)c2C#N)CO1	-5.0
O=S(=O)(NCc1ccccc1)NC[C@H]1CCc2ccccc2O1	-14.8
O=C(CCc1ccccc1)Nc1ccc2c(c1)N(S(=O)(=O)c1ccccc1)CCC2	-9.2
O=C1COc2cc(C(=O)OCC(=O)N3CCCC3c3cccs3)ccc2N1 (stereo unspecified)	-4.9
Nc1nc(N)nc(COC(=O)c2ccc(C3CCCCC3)cc2)n1	5.0
Cc1nn(C)c(C)c1C(C)C(=O)OCC(=O)N1CCCCCCC1 (stereo unspecified)	-3.6
O=C(Nc1ccccc1)c1ccc(CN2CCOc3ccccc32)cc1	-19.8
N#Cc1ccsc1NC(=O)C1CCOCC1	-30.3

Compounds above with a tert-butyl group:
SMILES	mcGAS MS inh
CCc1nnc(COC(=O)c2cc(C(C)(C)C)c(O)c(C(C)(C)C)c2)o1	2.1
CC(C)N1CCCC(N2CCN(C(=O)OC(C)(C)C)CC2)C1 (stereo unspecified)	-6.2
CC(Sc1ccc(F)c(Cl)c1)C(=O)NC(C)(C)C (stereo unspecified)	-2.1

Next results follow.
SMILES	mcGAS MS inh
CCC1CN(CC2CCCCO2)CCS1 (stereo unspecified)	-8.9
COC(=O)[C@@H]1C[C@@H](N(C)C)CN1CCCc1ccccc1	-9.8
Cc1cc(C)n(CCC(=O)NC2CCc3ccccc32)n1 (stereo unspecified)	-2.0
COc1ccc(-c2ccc(=O)n(Cc3ccc(F)cc3)n2)cc1OC	-6.9
Cc1cccc(C(=O)OC2CCCCC2)c1	-1.7
CCOC(=O)N1CCC(NC(=O)c2oc3c(F)cccc3c2C)CC1	-4.2
CC(C)CCOC(C)C(=O)NCc1ccccc1CN(C)C (stereo unspecified)	-18.3
CCN(CC)CC1CN(C(=O)C2CCCC2)CCO1 (stereo unspecified)	-7.5
CN1CCNC(=O)C12CCN(C(=O)c1ccc(-c3ccccc3)[nH]1)CC2	-12.3
Nc1ncc(Br)cc1S(=O)(=O)N1CCCCC1	-4.4
CN1CCCC1=NC(=S)c1ccccc1	-17.1
CN1CCN(C(=O)c2ccc3oc(Cc4ccccc4)nc3c2)CC1c1ccccc1 (stereo unspecified)	-3.6
Cc1ccc(O)c(CNC(C)C(C)n2cccn2)n1 (stereo unspecified)	5.4
O=C1C(Nc2ccccc2)=C(N2CCCCC2)C(=O)c2ccccc21	-1.6
CC(C)CN1CC(C(=O)N2CCc3nc(N)sc3C2)CC1=O (stereo unspecified)	-3.5
CC(=O)C1=C(c2ccc(Br)cc2)N(C(C)=O)n2c(C)nnc2S1	-4.3
Cc1oc(-c2ccc(Cl)cc2)nc1CN1CCC(C(=O)N2CCCCC2)CC1	5.5
Cc1ccc(S(=O)(=O)N2CCOC23CCN(C(=O)Cc2ccc(Cl)cc2)CC3)cc1	-2.2
CCCCNC(=O)CN1C(=O)NC2NC(=O)NC21 (stereo unspecified)	6.6
Cc1cc(NC(=O)c2ccc3ncsc3c2)n(C)n1	-7.7

Three records drawn at random from those above:
SMILES	mcGAS MS inh
CN(Cc1ncc[nH]1)C(=O)c1ccccc1Oc1ccccc1	-7.3
Cc1cc(-c2nnc(NC(=O)C3CCN(S(C)(=O)=O)CC3)o2)n(C)n1	13.3
COc1cccc(NC(=O)C2(C)CCN2Cc2ccc(-c3ccccc3)o2)c1 (stereo unspecified)	-8.6

Copied from the list.
Reading for `Cc1cc(C)n(CCC(=O)NC2CCc3ccccc32)n1` (stereo unspecified) under mcGAS MS inh: -2.0
Reading for `Nc1ncc(Br)cc1S(=O)(=O)N1CCCCC1` under mcGAS MS inh: -4.4

Going on with the list:
SMILES	mcGAS MS inh
Clc1ccc2c(c1)C(Nc1ccc3nnnn3n1)CCS2 (stereo unspecified)	16.1
O=C(Cn1cc(Br)ccc1=O)NC1CCCN(c2ncccn2)C1 (stereo unspecified)	-0.7
c1cn(CCOc2ccc(CN3CCC4(CCOCC4)CC3)cc2)cn1	-29.7
CC(C)(C)C(=O)NCC1CCCN(Cc2ccc3c(c2)OCCO3)C1 (stereo unspecified)	-10.7
O=c1c2cc([N+](=O)[O-])ccc2ncn1Cc1ccc([N+](=O)[O-])cc1	-3.2
Cc1nn(CC(C)C)c(C)c1N	16.8
CCN(CC)C(=O)[C@@H]1C[C@@H](N)CN1Cc1c(C)noc1C	-5.0
N#CC(=Cc1ccc(Cl)s1)c1ccccn1	-4.7
CCOCC(=O)N1CCC2(CCC(=O)N(C)CC2)CC1	-19.7
COc1ccc(OC)c(S(=O)(=O)NCc2cccnc2N(C)C)c1	-6.5
CC(=O)c1cc(CN2CCC(C(=O)Nc3ccc(-n4nc(C)cc4C)cc3)CC2)cs1	-1.9

Source: PubChem
